CHO-K1 Ca ag: nonselective activator or artifact in parental CHO-K1 cells | Fluo-8 calcium fluorescence; scaled to maximal ATP response, vehicle zero | activation, % at 3 µM | 360,000 tested, 0.48% active | AID 602248; in the data active = activation above about 15%;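 note: untransfected CHO-K1 host cells lacking M1 receptor as counterscreen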
CHO-K1 Ca antag: counter-screen for M1 antagonists: effect in parental CHO-K1 cells | ATP-induced calcium, Fluo-8 fluorescence | inhibition, % at 3 µM | 360,000 tested, 0.6% active | AID 602250;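 active = inhibition above a per-plate cutoff, the plate's mean sample inhibition plus 3 SD, cut at about 24% in these data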;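 note: 0% = DMSO plus EC80 ATP and 100% = DMSO alone without ATP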
CHRM1 PAM: human CHRM1 positive allosteric modulation | CHO-K1 hM1, Fluo-8 calcium fluorescence, ACh EC20; 0% = ACh EC20, 100% = maximal ACh | activation, % at 3 µM | AID 588819 | 360,000 tested, 0.088% active; in the data active = activation above about 19%, passing the limit was not always enough
Target sequence (P11229 whole entry, looked up): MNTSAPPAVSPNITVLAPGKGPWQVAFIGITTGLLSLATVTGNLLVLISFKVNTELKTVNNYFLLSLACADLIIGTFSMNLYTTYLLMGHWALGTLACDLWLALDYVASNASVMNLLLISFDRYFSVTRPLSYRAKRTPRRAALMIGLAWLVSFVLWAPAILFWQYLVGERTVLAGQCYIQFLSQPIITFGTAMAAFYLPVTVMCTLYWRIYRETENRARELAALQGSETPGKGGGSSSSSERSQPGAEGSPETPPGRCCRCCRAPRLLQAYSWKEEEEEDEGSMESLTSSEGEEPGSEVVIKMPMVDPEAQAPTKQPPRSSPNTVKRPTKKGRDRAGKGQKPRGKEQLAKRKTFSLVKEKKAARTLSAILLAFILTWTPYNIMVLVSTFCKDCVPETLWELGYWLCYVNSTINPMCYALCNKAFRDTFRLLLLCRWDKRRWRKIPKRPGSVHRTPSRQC
CHO parental Ca: counter-screen: ATP calcium response change in parental CHO cells. 330,000 tested, 0.63% active. parental CHO-K1, ATP-induced calcium, Fluo-8 fluorescence. inhibition, % at 5.6 µM;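 active = inhibition above that plate's mean sample inhibition plus 3 SD, cut at about 26% in these data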;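 note: 0% = ATP-challenged DMSO wells and 100% = DMSO wells without ATP; some compounds past the cut are filed as inactive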
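Test system: untransfected parental CHO cell line. Compound: one dose, 5.6 µM nominal. Detection: intracellular calcium via Fluo-8 no-wash fluorescent dye. Measure: % inhibition. Benchmarks: ATP-challenged DMSO wells low, unchallenged DMSO wells high.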
CHO-K1 Ca PAM: M1 PAM counterscreen hit in parental CHO-K1 cells | ATP EC20, Fluo-8 calcium fluorescence; 0% at ATP EC20, 100% at ATP max | 360,000 tested, 0.02% active | activation, % at 3 µM;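 active = activation above the run cutoff, the mean activation of all test compounds plus 3 SD, cut at about 40% in these data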;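 note: peak over basal fluorescence ratio in a 140 s read after ATP addition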
TAAR1 antag: antagonists of human TAAR1 | CHO RD-HGA16 TAAR1, Fluo-8 calcium fluorescence, antagonist | AID 624466 | Q96RJ0 | inhibition, % at 3 µM | 360,000 tested, 1.5% active;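 active = inhibition above a per-plate cutoff, the mean inhibition of test compounds on that plate plus 3 SD, cut at about 49% in these data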;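 note: 0% = DMSO plus EC80 beta-PEA response and 100% = DMSO alone without agonist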
Target sequence (Q96RJ0 whole entry, looked up): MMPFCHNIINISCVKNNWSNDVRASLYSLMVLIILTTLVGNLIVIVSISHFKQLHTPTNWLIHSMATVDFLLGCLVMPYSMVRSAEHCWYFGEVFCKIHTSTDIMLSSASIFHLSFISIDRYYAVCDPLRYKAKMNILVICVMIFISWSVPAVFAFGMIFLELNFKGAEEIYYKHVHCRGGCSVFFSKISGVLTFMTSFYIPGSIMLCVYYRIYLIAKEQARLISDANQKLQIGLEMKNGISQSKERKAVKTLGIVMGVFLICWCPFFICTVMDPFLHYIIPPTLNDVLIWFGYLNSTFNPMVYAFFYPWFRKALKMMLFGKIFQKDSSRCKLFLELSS
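Material: RD-HGA16 CHO cells with stable hTAAR1 and Gα16; Dosing: single nominal final test compound concentration of 3 µM; Schedule: seeding 17-24 h prior, 75-min 37 °C, 30-min RT dye loading; Detection: kinetic Fluo-8 calcium fluorescence measurement; Measure: % inhibition from peak post-agonist over basal fluorescence ratio; Benchmarks: vehicle and agonist controls.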
CHRM1 antagonist: human CHRM1 antagonism; P11229; CHO-K1 hM1, Fluo-8 calcium fluorescence, ACh EC80 antagonist; inhibition, % at 3 µM; 360,000 tested, 1.3% active; AID 588852;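 active = percent inhibition above its own plate's cutoff, namely the mean of that plate's compound wells plus 3 SD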;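 note: peak over basal fluorescence ratio during 140 s after agonist addition; 0% = ACh EC80 plus DMSO and 100% = DMSO alone without agonist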
CHRM1 agonist: activates human CHRM1 receptor; 360,000 tested, 0.33% active; P11229; activation, % at 3 µM; CHO-K1 hM1, Fluo-8 calcium fluorescence, agonist mode; 0% DMSO, 100% acetylcholine EC100;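 active = activation above the run's mean compound activation plus 3 SD, cut at about 16% in these data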;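 note: peak over basal fluorescence ratio within a 140 s kinetic read after compound addition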
TAAR1 ag: human TAAR1 agonism. Q96RJ0. CHO RD-HGA16 TAAR1, Fluo-8 calcium fluorescence; vehicle wells 0%, saturating PEA agonist 100%. activation, % at 3 µM. 360,000 tested, 0.99% active;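 active = activation above the mean activation of all test compounds in the run plus 3 SD, cut at about 38% in these data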
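Benchmarks: low control DMSO, high control PEA (EC100); System: CHO RD-HGA16 cells carrying human TAAR1 plus Gα16; Detection: Fluo-8 fluorescence, 5 s baseline then 140 s kinetic read; Schedule: 17-24 h plating, Fluo-8 75 min 37 °C, 30 min RT; Read-out basis: % activation from peak over basal fluorescence ratio, DMSO-to-PEA scaled.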
* marks the source's active call; other numbers are inactive results; · = not tested or not shown.

compound	CHO-K1 Ca ag	CHO-K1 Ca antag	CHRM1 PAM	CHO parental Ca	CHO-K1 Ca PAM	TAAR1 antag	CHRM1 antagonist	CHRM1 agonist	TAAR1 ag
CCc1ccccc1NC(=O)CN(c1cccc(OC)c1)S(C)(=O)=O	0.2	-7	5	1	13	-5	6	-2	0
CCn1c(SCC(=O)NC)nnc1C(C)C	0.2	-5	6	1	9	8	-20	-4	6
Cc1ccc2cccc(NC(=S)NC(=O)c3ccccc3)c2n1	0.6	6	-2	-25	9	14	5	-4	1
COc1ccc(NC(=O)C2(C)CCN2Cc2ccc(OC)c3ccccc23)cc1OC (stereo not given)	0.1	-12	-2	·	12	-6	-1	-7	3
CC(=C/C(=O)O)/C(=C\c1ccc(Br)o1)C(=O)O	0.8	-11	8	-9	17	-16	-8	-3	1
COc1ccc(S(=O)(=O)N(CC(=O)N2CCN(C)CC2)C2CCCCC2)cc1OC	1.1	-16	9	-11	28	9	-9	-4	1
O=C(Nc1ccc(Cl)cc1Cl)C1=Cc2ccccc2OC1	0.5	-5	3	-32	14	-1	-5	-4	2
O=c1cc[nH]c2ccc(OC(F)(F)F)cc12	-0.1	1	-1	1	-3	-15	1	-2	4
Cc1ccc2nc(C3CCCCC3)c(Cc3ccsc3)n2c1	1.4	-21	·	·	17	-3	·	·	10
COC(=O)CCC(=O)c1oc2ccccc2c1N	0.4	-5	-2	-8	14	15	9	-2	0
O=C(NCCN1CCN(c2cccc(Cl)c2)CC1)Nc1ccccc1	7.5	-14	-7	-19	7	17	7	-3	16
COc1ccc(/C=C(/NC(=O)c2ccco2)C(=O)N2CCc3ccccc32)cc1OC	2.0	-13	9	-8	14	-13	-16	0	2
O=C(COC(=O)c1ccc(F)cc1)Nc1ccc(Cl)cn1	1.2	-13	1	-3	3	-19	-1	-3	0
CCOc1ccc(NC(=O)CSc2nc(C)c3c(c2C#N)CCCC3)cc1	0.3	-5	4	-10	12	9	1	-6	10
COc1ccc(S(=O)(=O)N2CCC(C(=O)NCCC(=O)NCc3ccccn3)CC2)cc1	0.5	-11	3	·	19	-1	-10	-3	0
Cn1cccc1C(=O)OCc1ccc(F)cc1	0.5	-2	7	-12	10	-3	-10	-5	-3
CCN(CC)Cc1cc(Oc2ccc(O)c(CN(CC)CC)c2)ccc1O	0.0	23	-19	·	-9	·	35*	-13	·
COc1ccc(Cn2cc(CN(C)C3CN(Cc4cn(Cc5ccc(OC)cc5)nn4)S(=O)(=O)C3)nn2)cc1 (stereo not given)	1.9	-10	·	·	14	-6	·	·	1
COc1cccc(NC(=O)c2ccc(NC(=O)C(C)(C)C)cc2)c1	1.4	-11	0	3	25	4	-1	-4	5
COc1ccc(C(=O)NC23CC4CC(CC(C4)C2)C3)cc1OC	-0.4	13	-6	0	-10	11	19	-5	6
CCN(C(=O)COC(=O)C(C)(C)Oc1ccc(Cl)cc1)c1c(N)n(Cc2ccccc2)c(=O)[nH]c1=O	0.0	-8	3	·	8	-3	-8	-4	-3
O=C(Cn1c(=O)sc2ccccc21)Nc1ccc(S(=O)(=O)N2CCCCC2)cc1	2.4	-12	-1	-17	21	16	4	0	13
Cc1ccc2nc(C)c(C(=O)N/N=C/c3ccco3)cc2c1	0.1	3	1	1	9	-1	-3	-6	-2
OCC[C@H]1C[C@H](O)[C@@H](O)[C@]2(CCCCO2)O1	0.3	-6	14	-8	5	10	2	5	1
CCOC(=O)CN1C=C(c2ccc3ccccc3n2)C(C[N+](=O)[O-])c2ccccc21 (stereo not given)	1.6	-4	-1	-21	13	·	5	-4	·
CC[C@@H]1Cc2cc(O)ccc2C2=C1c1ccc(O)cc1C[C@H]2CC	0.3	-2	-16	-8	6	28	6	-7	-1
CC(=O)N1c2ccccc2C2(C)C(C1(C)C)C2(Cl)Cl (stereo not given)	0.6	-6	3	-10	12	-18	4	-1	33
CCOc1ccc(/C=N/NC(=O)Nc2ccccc2)cc1	2.8	-14	7	-11	8	-30	-2	-5	5
O=C(NCc1ccccn1)[C@@H]1CCCN1C(=O)[C@@H]1CCCN1C(=O)c1cccs1	-0.3	5	·	·	-8	-8	·	·	6
Cc1cc(C)nc(N2CCCC(C(=O)Nc3nc4ccc(S(C)(=O)=O)cc4s3)C2)n1 (stereo not given)	0.4	-11	-1	-27	10	8	-7	-6	12
COc1ccc(CC(=O)Nc2c(C(N)=O)oc3ccccc23)cc1OC	5.5	5	-7	-9	-11	-19	7	2	12
O=C(NNS(=O)(=O)c1ccccc1)c1ccc(O)cc1	0.1	4	-6	-10	-2	6	14	-4	2
C/C(CC(=O)Nc1cc(Cl)ccc1Cl)=N\NC(=O)COc1cccc(C)c1	1.3	-11	4	-15	12	2	-3	-4	2
COc1ccc(NC(=O)C2Cc3ccccc3C(=O)O2)cc1 (stereo not given)	0.3	9	1	-9	-1	-11	-4	0	3
COc1ccc(OCCN(C)CC(=O)Nc2ccccc2SC)cc1	-0.1	-3	1	-5	1	-5	-2	-3	1
CC(Cl)C(=O)Nc1ncc(C(F)(F)F)cc1Cl (stereo not given)	-0.1	-8	5	-3	8	12	-3	-4	5
C[C@@H]1Cc2c(O)c(O)cc(O)c2C(=O)O1	0.3	0	-2	-10	13	·	0	-2	·
CC(=O)N1CCC(=NNc2ccc(S(N)(=O)=O)cc2[N+](=O)[O-])CC1	0.3	-9	6	2	15	-4	-29	-3	0
Cc1cc(C)n(CCN(C)Cc2cn[nH]c2-c2ccc(F)cc2F)n1	0.5	-3	-2	-15	6	-14	6	-6	4
CCOc1ccc(C(=O)CCC(=O)NC(C)C(=O)OC)cc1 (stereo not given)	-0.7	-6	8	-1	4	-16	0	2	1
O=C(CSCc1nc2ccccc2[nH]1)Nc1ccccc1	0.1	6	0	-12	-3	-15	2	-1	5
Cc1ccccc1OC(C)C(=O)N1CCN(c2ccccn2)CC1 (stereo not given)	0.9	8	3	-9	-28	-13	4	-1	2
Cc1cc(SCC(=O)N/N=C/c2ccc(O)cc2O)nc2ccccc12	9.1	8	-8	12	-10	25	11	0	4
CCc1cccc2c(C(=O)COC(=O)c3cnc(C)cn3)c[nH]c12	1.4	-11	7	-7	8	-1	-7	-3	18
S=c1nc2[nH]c3ccccc3c2n[nH]1	0.5	-3	7	·	13	5	-13	-3	0
C[C@H](CO)N1C[C@H](C)[C@@H](CN(C)C(=O)NC2CCCCC2)Oc2ccc(NC(=O)CCC(F)(F)F)cc2C1=O	0.1	-1	11	-12	-5	14	-6	-1	8
Cc1cccc(N2CCN(C(=O)N3CCOCC3)CC2)c1C	-0.4	19	-1	-13	-12	19	1	-5	6
CCCCNC(=O)Nc1ccccc1C(=O)NCCC	0.5	-9	-3	-15	-2	-8	3	-3	7
O=C(CSCc1ccccc1)N/N=C/c1ccc(OCC(=O)N2CCCCC2)cc1	4.3	-9	4	-3	22	7	0	-4	6
O=C(CC[C@H]1O[C@@H](n2cnc3c(NC(=O)c4ccccc4)ncnc32)[C@H](O)[C@@H]1O)NCC(F)(F)F	0.7	10	3	·	10	-1	-1	-5	1
O=C(NC(=S)NCCc1ccccn1)c1ccccc1	0.1	3	5	-16	10	26	-1	-8	2
CCOC(=O)CNC(=O)CSc1nnc(Cn2c(=O)sc3ccccc32)n1C	0.4	-10	5	-6	20	6	-7	-3	0
CC1Cc2nc(SCC(=O)Nc3ccc4c(c3)OCO4)n(Cc3ccccc3)c(=O)c2S1 (stereo not given)	0.5	-9	-3	-7	23	6	3	-8	6
C/C(=C\c1ccco1)CN1CCC(N2CCC(C(=O)N3CCOCC3)CC2)CC1	1.5	-9	5	-20	22	-16	-14	-7	2
Cc1ccc2c(c1)N(S(=O)(=O)c1ccc(F)cc1)C(C(C)(C)C)CO2 (stereo not given)	0.5	-4	-5	-7	9	14	11	-4	1
CC1(C(=O)Nc2cccc(NS(C)(=O)=O)c2)Cc2c(-c3ccc(C(N)=O)cc3)ccnc2O1 (stereo not given)	0.4	4	1	·	-2	-27	-2	-2	2
O=S(=O)(NCc1ccccc1)c1ccccc1NCCc1ccccc1	0.3	-4	-3	-13	-6	41	1	-4	2
COC(Cn1c2c(c3cc(C)ccc31)CCCC2NCc1ccccc1)OC (stereo not given)	1.3	-3	6	·	11	-50	-9	-5	12
O=C(CC1CCCC1)N1CCN(S(=O)(=O)c2cccc(F)c2)CC1	0.6	3	3	·	5	-2	-1	-4	0
N/C(=N/O)c1nc(N2CCCCC2)nc(N2CCCCC2)n1	-0.1	-2	5	-7	2	7	-36	-6	14

(next part)
compound	CHO-K1 Ca ag	CHO-K1 Ca antag	CHRM1 PAM	CHO parental Ca	CHO-K1 Ca PAM	TAAR1 antag	CHRM1 antagonist	CHRM1 agonist	TAAR1 ag
CN1C(=O)NC(c2ccccc2)C2=C1CN(c1cccc(C(F)(F)F)c1)C2=O (stereo not given)	-0.1	-19	16	-16	23	-5	-19	-2	4
CCCn1c(SCC(=O)NC2CCCC2)nnc1-c1ccccn1	1.3	-15	17	-3	19	6	-20	-1	0
COCCNC(=O)c1ccc2c(=O)n(CCOC)c(=O)[nH]c2c1	0.0	-7	2	-1	2	-1	-2	0	7
Cc1ccc(C(=O)OCC(=O)Nc2sccc2C(N)=O)cc1NC(=O)c1ccco1	4.8	-5	-10	-6	10	44	17	3	18
CCc1nnc(NC(=O)CSc2nnc(CNc3ccc(F)cc3)n2C2CCCCC2)s1	0.7	-7	5	-19	-1	-6	-1	0	18
O=C1CSC(c2ccccn2)N1c1ccccc1 (stereo not given)	0.2	-18	15	-4	3	2	-19	-2	7
CC(C)(C)OC(=O)N1CCN(C(=O)[C@H](Cc2ccc(O)cc2)n2cc(CCO)nn2)CC1	0.0	-17	5	-2	-2	5	-13	-1	15
CCOC(=O)C1=C(C)OC(N)=C(C#N)C1c1ccsc1 (stereo not given)	-0.1	-14	3	-2	-11	·	-8	-1	·
CCN1CCN(C2=C(NS(=O)(=O)c3ccccc3)C(=O)c3ccccc3C2=O)CC1	0.3	1	22	-16	-5	-9	-9	0	0
O=C(O)Cc1sc(-c2ccc(C(=O)O)cc2)nc1-c1ccccc1	0.5	-7	14	3	12	20	-8	-1	6
CCOc1cc(/C=C2\C(=O)ON=C2c2ccccc2)ccc1OC	0.5	9	-4	-5	-27	11	4	-1	2

Sorted by length of the SMILES (highest first): part of the list above
compound	CHO-K1 Ca ag	CHO-K1 Ca antag	CHRM1 PAM	CHO parental Ca	CHO-K1 Ca PAM	TAAR1 antag	CHRM1 antagonist	CHRM1 agonist	TAAR1 ag
CN1C(=O)NC(c2ccccc2)C2=C1CN(c1cccc(C(F)(F)F)c1)C2=O (stereo not given)	-0.1	-19	16	-16	23	-5	-19	-2	4
CCOc1cc(/C=C2\C(=O)ON=C2c2ccccc2)ccc1OC	0.5	9	-4	-5	-27	11	4	-1	2
CCOC(=O)C1=C(C)OC(N)=C(C#N)C1c1ccsc1 (stereo not given)	-0.1	-14	3	-2	-11	·	-8	-1	·

From PubChem BioAssay
